High-throughput results as filed in PubChem BioAssay.
DT40 TDP1 no CPT: qHTS for Inhibitors of human tyrosyl-DNA phosphodiesterase 1 (TDP1): qHTS in cells in absence of CPT | DT40 Tdp1-/- hTDP1 cells, no CPT, ATP luminescence, 48 h | 420,000 tested, 15% active | Potency, µM (highest dose often 46.2 µM), inactives show top-dose activity change, negative = growth inhibition, most hits filed as inhibitors | AID 686978, 2013; further: nearly all actives have a fitted effect of over 55% in size
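Camptothecin absent (DMSO only). Human TDP1-complemented DT40 knockout cells, 400 cells/well, 37 °C for minimum 48 hr; ATP measured via CellTiter-Glo, 30 min dark incubation, luminescence.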
KAT2A inh: qHTS Assay for Inhibitors of GCN5L2 | Histone acetyltransferase KAT2A (Homo sapiens), Q92830 | GCN5L2 HAT assay, ThioGlo1 CoA-SH fluorescence | Potency, µM (doses to about 58.9 µM), for the others: at the top dose activity change, negative = inhibition, most hits filed as inhibitors | 390,000 tested, 0.21% active | AID 504327, 2011
Target sequence (Q92830 whole entry, looked up): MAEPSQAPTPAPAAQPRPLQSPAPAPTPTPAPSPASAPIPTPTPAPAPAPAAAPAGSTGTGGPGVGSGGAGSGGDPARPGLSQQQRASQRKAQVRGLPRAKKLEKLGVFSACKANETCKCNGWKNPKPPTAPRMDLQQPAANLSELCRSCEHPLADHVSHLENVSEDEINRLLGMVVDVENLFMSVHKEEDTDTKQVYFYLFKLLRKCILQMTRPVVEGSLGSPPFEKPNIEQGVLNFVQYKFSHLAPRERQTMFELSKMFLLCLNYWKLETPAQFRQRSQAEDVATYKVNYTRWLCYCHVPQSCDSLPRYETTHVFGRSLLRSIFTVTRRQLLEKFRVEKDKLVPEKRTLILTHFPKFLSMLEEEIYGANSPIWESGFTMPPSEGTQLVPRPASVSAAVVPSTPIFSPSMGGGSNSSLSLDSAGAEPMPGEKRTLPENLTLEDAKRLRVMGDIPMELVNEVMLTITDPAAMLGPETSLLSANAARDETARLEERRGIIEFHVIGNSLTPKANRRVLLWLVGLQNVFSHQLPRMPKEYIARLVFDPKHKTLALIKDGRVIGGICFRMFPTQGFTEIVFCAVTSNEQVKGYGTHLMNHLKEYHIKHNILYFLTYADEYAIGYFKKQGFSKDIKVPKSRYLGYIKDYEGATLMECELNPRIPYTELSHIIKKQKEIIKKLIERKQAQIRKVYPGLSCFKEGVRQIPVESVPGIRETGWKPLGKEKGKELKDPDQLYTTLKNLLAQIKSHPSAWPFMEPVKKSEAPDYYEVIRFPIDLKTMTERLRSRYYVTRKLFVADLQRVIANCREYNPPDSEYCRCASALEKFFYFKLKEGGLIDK
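Titration-based screen in which CoA formation is detected via maleimide probe ThioGlo1 (50uM) turning fluorescent on thiol reaction; substrates H3(1-25) 75uM and acetyl-CoA 70uM, GCN5L2 20nM, 20 min incubation at room temperature.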
TDP1 inh: qHTS Assay for Inhibitors of Tyrosyl-DNA Phosphodiesterase (TDP1). recombinant TDP1, AlphaScreen DNA substrate cleavage. Potency, µM (titrated, usually from 130 µM), without a hit: at the top dose activity change, negative = inhibition, usual class: inhibitors. 350,000 tested, 0.28% active; further: nearly all actives have a fitted effect of over 40% in size
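Recombinant E. coli-expressed Tdp1 (1 nM) preincubated with compound 15 min at RT, then 5'-biotin/3'-phosphotyrosine-FITC DNA substrate (15 nM) added for 5 min. AlphaScreen beads (10 ug/ml) added, 10 min RT; tyrosine-FITC cleavage read as signal loss.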
* hit, by the source's call; ? = inconclusive; / = no result given; & = joins results of further samples. The call rests on the fitted dose curve; in most records, active means well fitted curve in the direction sought with a large enough effect; inconclusive means small, poorly fitted or top-dose-only effect, or another doubt; inactive means no such curve, though single readings can be large; an effect the other way counts as inactive or inconclusive. On the % scale 0 is the no-effect control and ±100 the full control effect; potency means the concentration at half of the fitted maximal effect. A portion of the library, so the mix of outcomes need not match the whole.

structure | DT40 TDP1 no CPT | KAT2A inh | TDP1 inh
CC(C(=O)OCC(=O)Nc1ncc(Cl)cc1Cl)N1C(=O)c2ccccc2C1=O (centres undefined) | -3% | -4% | -1%
COc1ccccc1CN(C)C(=O)c1cc(C)nc2ccccc12 | 16µM* | 0% | /
Cc1cc(=O)[nH]c(SCC(=O)N2CCN(c3ccccc3)CC2)n1 | -16% | 3% | -1%
COc1ccc(CNC(=O)[C@H](Cc2ccccc2)NC(=O)C2CCN(C(=O)[C@H](C)N)CC2)cc1 | -12% | -4% | /
CC(=O)c1c(N2CCN(Cc3ccccc3)CC2)nc(=S)n(Cc2ccccc2)c1C | 16µM* | -6% | 2%
O=C(NCCC1=CCCCC1)C1CCC(CNS(=O)(=O)c2ccccc2)CC1 (centres undefined) | ? | -1% | -3%
Cc1c(-c2ccccc2)c(=O)oc2ccc(OC(=O)N3CCOCC3)cc12 | ? | 12% | -3%
CCc1ccc(NC(=O)C2CCCCC2C(=O)O)cc1 (centres undefined) | -8% | -21% | 5%
O=C(Nc1ccc(F)cc1)C1CCCN(c2ncnc3c2nc2n3CCCCC2)C1 (centres undefined) | 12µM* | -3% | -6%
Cc1ccc2oc(=O)n(Cc3ccccc3OC(C)C)c2c1 | 15µM* | -7% | -3%

Taken from the results shown for reference:
structure | DT40 TDP1 no CPT | KAT2A inh | TDP1 inh
CC(C(=O)OCC(=O)Nc1ncc(Cl)cc1Cl)N1C(=O)c2ccccc2C1=O (centres undefined) | -3% | -4% | -1%
COc1ccccc1CN(C)C(=O)c1cc(C)nc2ccccc12 | 16µM* | 0% | /
Cc1cc(=O)[nH]c(SCC(=O)N2CCN(c3ccccc3)CC2)n1 | -16% | 3% | -1%
COc1ccc(CNC(=O)[C@H](Cc2ccccc2)NC(=O)C2CCN(C(=O)[C@H](C)N)CC2)cc1 | -12% | -4% | /
CC(=O)c1c(N2CCN(Cc3ccccc3)CC2)nc(=S)n(Cc2ccccc2)c1C | 16µM* | -6% | 2%
O=C(NCCC1=CCCCC1)C1CCC(CNS(=O)(=O)c2ccccc2)CC1 (centres undefined) | ? | -1% | -3%

Further compounds
structure | DT40 TDP1 no CPT | KAT2A inh | TDP1 inh
COc1ccccc1C(=O)N(Cc1ccc(Cl)cc1)C1CCS(=O)(=O)C1 (centres undefined) | 7% | 3% | -1%
Cc1cc(C(=O)N2CCN(c3ncccn3)CC2)cs1 | -4% | 1% | 4%
CCC(CC)C(=O)N=C1SC2CS(=O)(=O)CC2N1CCc1ccc(OC)c(OC)c1 (centres undefined) | -21% | 0% | /
CCN1CCN(c2nc(N)c([N+](=O)[O-])c(Nc3cccc(C)c3)n2)CC1 | ? | -3% | 2%
COc1ccc2c(c1)[C@@H]1[C@H](CO2)[C@H](c2ccccc2)[C@]2(C)C(=O)Nc3ccc(C)cc3C(=O)N12 | ? | -12% | 4%
Cc1ccc(Cl)cc1NC(=O)COC(=O)c1ccc(CN2CCCC2=O)cc1 | 11% | 1% | 0%
C/C(=N\NC(=O)c1c(Cl)cnn1C)c1ccc(NC(=O)c2ccc(Br)o2)cc1 | -17% | -7% | /
CCOc1ccc(N(c2nc(-c3ccc(OC)c(OC)c3)no2)c2nc(-c3ccc(OC)c(OC)c3)no2)cc1 | 1% | 1% | 4%
O=C(c1ccc([N+](=O)[O-])cc1)n1nc(-c2ccccc2)nc1NCc1ccc(F)cc1 | -24% | 24% | -1%
CN1C(=O)N(C)C(NC(=O)Nc2ccccc2)C1NC(=O)Nc1ccccc1 (centres undefined) | -16% | -7% | -2%

Next part:
structure | DT40 TDP1 no CPT | KAT2A inh | TDP1 inh
O=C(O)/C=C/C(=O)NCC1CCC(CNC(=O)/C=C/C(=O)O)CC1 (centres undefined) | -9% | 13% | /
O=C(NCC1CCCO1)C1CCN(C2CCN(CCCC3CCCC3)CC2)CC1 (centres undefined) | 23µM* | -2% | 4%
CCN(CC)CC(=O)Nc1cccc2c1C(=O)c1ccccc1C2=O | 10% | -3% | 5%
CC1Cc2ccccc2N1C(=S)NC(=O)C1(C)CC1(Cl)Cl (centres undefined) | ? | 10% | 4%
COC(=O)c1cc(Cc2ccc(N)c(C(=O)OC)c2)ccc1N | ? | -5% | -1%
COc1ccc(C)cc1S(=O)(=O)N1CCN(C(=O)c2ncoc2-c2ccccc2F)CC1 | ? | -5% | /
CCn1c2ccccc2c2nnc(NN)nc21 | ? | -5% | 5%
CC1=C(c2ccc(C(C)C)cc2)S(=O)(=O)N=C1N1CCN(C(=O)c2ccco2)CC1 | -16% | 0% | -4%
N/C(=N\N=C\c1ccc(Br)o1)c1nonc1N | -39% | -22% | 8%
Cc1ccc(N(C(=O)c2snc(C(N)=O)c2N)C(C(=O)NCC2CCCO2)c2ccc3ncccc3c2)cc1 (centres undefined) | -28% | -8% | 15%

The listing continues:
structure | DT40 TDP1 no CPT | KAT2A inh | TDP1 inh
COc1ccc(N2Cc3cccc(C(=O)Nc4ccc(C(C)C)cc4)c3C2=O)cc1 | -20% | ? | ?
O=c1/c(=C/c2ccccn2)sc2n1CN(c1ccccc1)CN=2 | ? | -1% | 6%
COc1cccc(/C(O)=C2/C(=O)C(=O)N(Cc3cccnc3)C2c2ccco2)c1 (centres undefined) | -6% | -13% | /
CCN(c1ccc(OC)cc1)S(=O)(=O)c1ccc2c(c1)NC(=O)CS2 | -15% | -2% | 3%
CC(C)(C)c1ccc(OCC(=O)NNC(=O)CCc2ccccc2)cc1 | -10% | 0% | 4%
CC(NC(=O)Nc1nccs1)(C(F)(F)F)C(F)(F)F | -21% | -5% | 4%
CCc1nnc(SCC(=O)N2CCc3ccccc32)n1CC | 10% | -12% | 0%
CC1=NN2C(=N)/C(=C\c3cc(C)n(-c4ccccc4)c3C)C(=O)N=C2S1 | -7% | -4% | 1%
CCn1c(SCC(=O)O)nnc1-c1cccnc1 | -2% | 6% | 6%
Cc1cc(N2CCCC2)nc(N2C3CCC2CC(O)(c2ccc(F)cc2)C3)n1 (centres undefined) | / | 2% | -4%

Later entries.
structure | DT40 TDP1 no CPT | KAT2A inh | TDP1 inh
O=C(C1CCCN(S(=O)(=O)c2cc(Cl)ccc2Cl)C1)N1CCCCCC1 (centres undefined) | ? | -15% | 1%
COc1ccc(C(=O)N2CCC(C(=O)Nc3ccccc3Cl)CC2)cc1 | -14% | 0% | /
O=C(OCC(=O)N(CCc1ccccc1)Cc1ccccc1)c1ccccc1[N+](=O)[O-] | ? | -26% | -7%
O=C(Nc1ccc(OC(F)F)cc1)c1ncc(Cl)c(Cl)c1Cl | 0% | 5% | -13%
CCOc1cccc(C(=O)Nc2cc(C)ccc2NC(=O)c2ccco2)c1 | 15% | -22% | 2%
CN1CCC(N(C)S(=O)(=O)c2ccc(NC(=O)c3ccc(S(=O)(=O)N(C)C)cc3)cc2)CC1 | -27% | -2% | 0%
COC(=O)c1ccc(COC(=O)CNC(=O)c2cccs2)cc1 | 25% | -4% | 1%
Cc1cccc(CN2CCN(C(=O)CCl)CC2)c1 | 16µM* | 4% | 0%
O=C(Cn1c(=O)n(Cc2ccco2)c(=O)c2ccccc21)Nc1cccc(Cl)c1 | ? | -7% | 1%
COc1nc(C#N)nc(N2CCCCC2)n1 | 20µM* | / | 0%

Carrying on.
structure | DT40 TDP1 no CPT | KAT2A inh | TDP1 inh
O=c1nc(-c2ccccc2)n(-c2ccccc2)[nH]1 | -26% | -1% | 1%
COc1ccc2nc3cc(Cl)ccc3c(C#N)c2c1 | 2% | -2% | 4%
CNC(=O)c1c(NC(=O)c2ccc(S(=O)(=O)N3CCCCC3)cc2)sc2c1CCN(C(C)C)C2 | ? | -6% | 5%
N#CCCn1c(=O)cnc2cnc(Oc3cccc(Cl)c3)nc21 | -9% | -3% | /
COc1cc(NC(=O)COc2ccc(C)c(C)c2)ccc1NC(=O)c1ccco1 | -3% | -8% | /
C=C(C)CN(Cc1ccccc1)C(=S)Nc1ccccc1 | -13% | 2% | 1%
COc1ccccc1NS(=O)(=O)c1cc(NC(=O)CCC2CCCC2)ccc1N1CCOCC1 | -2% | -23% | -1%
Cc1[nH]n(C(N)=S)c(=O)c1N=Nc1ccc(S(=O)(=O)N2CCCCCC2)cc1 | 21µM* | 4% | 12%
c1ccc(CCC2CCCCN2Cc2nc(C3CC3)no2)cc1 (centres undefined) | ? | -4% | 3%
Cc1sc2ncnc(NC3CCN(Cc4ccccc4)CC3)c2c1C | 3.7µM* | -6% | -3%

(continued)
structure | DT40 TDP1 no CPT | KAT2A inh | TDP1 inh
O=C(c1ccccc1)c1ncc(C(F)(F)F)cc1Cl | -10% | -3% | -1%
COC(=O)CN1C(=O)N/C(=C/c2ccccc2OC)C1=O | 10% | 5% | 6%
CCc1cccc(N=c2c([N+](=O)[O-])nn(-c3ccc(Cl)cc3)n2O)c1 | ? | -28% | 8%
O=C(CCCOc1ccccc1)Nc1cc(S(=O)(=O)N2CCOCC2)ccc1N1CCOCC1 | ? | -3% | 3%
Cc1ccc(S(=O)(=O)N2CCOCC2)cc1NC(=O)COc1ccc(-c2nnco2)cc1 | -25% | 0% | 1%
O=C(Nc1ccccc1OC(F)F)c1ccccc1 | 0% | -27% | 0%
O=c1[nH]c(SCc2ccccc2Cl)nc2c1CCC2 | 29µM* | 1% | 7%
O=C(O)[C@@H]1CCCN1C(=O)CCc1c[nH]c2ccccc12 | -1% | 8% | /
O=C(CCn1c(=O)[nH]c2ccccc2c1=O)Nc1ccccc1 | ? | -3% | 3%
Cc1cc(C)c(C)c(OCCNCc2ccccc2)c1 | ? | -18% | 6%

(more compounds)
structure | DT40 TDP1 no CPT | KAT2A inh | TDP1 inh
CCOC(=O)c1cccc(Nc2cc(C)nc(C)n2)c1 | 16µM* | -1% | 3%
N#Cc1ccc(NC(=O)CN2C(=O)NC(Cc3ccccc3)C2=O)cc1 (centres undefined) | ? | -2% | 4%
NC(=O)c1ccc2nc(-c3ccccc3)c(-c3ccccc3)nc2c1 | -27% | -11% | /
O=C(CN(C(=O)CSc1nnc(COc2ccccc2)o1)c1ccc(F)cc1)NC1CCCC1 | ? | -9% | -2%
CN(C)/C=C/C(=O)c1ccc([N+](=O)[O-])c(CS(=O)(=O)c2ccc(Cl)cc2)c1 | -2% | -8% | /
COc1ccccc1Nc1nc(N)nc(CSc2nccn2C)n1 | 0% | -5% | -2%
C[C@@]12CC(=O)NC1N(C(=O)c1ccccc1)C(c1ccccc1OC(=O)c1ccccc1)C2 (some centres undefined) | -20% | -9% | -9%
O=C(c1ccccc1)C1CCc2occc2C1=O (centres undefined) | ? | 1% | -1%
COc1cccc(CN2CC(C(=O)N3CCCO3)CCC2=O)c1 (centres undefined) | 8% | 1% | 3%
OCCn1c(SC2CCCCC2)nc2ccccc21 | ? | -2% | 2%

(listing goes on)
structure | DT40 TDP1 no CPT | KAT2A inh | TDP1 inh
CCOC(=O)C1=C(CS(=O)(=O)c2ccccc2)NC(=O)NC1c1cccc(OC)c1 (centres undefined) | ? | -7% | 3%
CC1C(=O)C(C)(C)C(=O)OC1c1ccccc1 (centres undefined) | -19% | -2% | 1%
Cc1ccc2[nH]c(=O)c3cc(C(=O)N(C)c4ccc(C)c(C)c4)sc3c2c1 | 10µM* | 17% | 1%
Clc1cc2cccnc2c2ccccc12 | -3% | 1% | 3%
CN1CC(=O)N(CC(=O)NCc2ccc3c(c2)OCO3)C1=O | -3% | -4% | 2%
Cc1ccc(Cn2cc(C(=O)c3ccc(F)cc3)c(=O)c3cc4c(cc32)OCCO4)cc1 | ? | -10%&-3% | 0%&-3%
CCN1C(=O)C(O)(CC(=O)c2c(C)coc2C)c2ccccc21 (centres undefined) | -14% | -14% | /
Nc1ccc(-c2nc3ccc(-c4nc5ccccc5o4)cc3[nH]2)cc1 | 8.2µM* | 14% | -3%
COc1ccc(C2NC(=O)NC(C)=C2C(=O)OC2CCCCC2)cc1OC (centres undefined) | 0% | -5% | /
COc1ccccc1N(CC(=O)Nc1cc(S(=O)(=O)N(C)C)ccc1C)S(=O)(=O)c1cccs1 | ? | -9% | 0%

Next section (2 carried over from the part before).
structure | DT40 TDP1 no CPT | KAT2A inh | TDP1 inh
COc1ccc(C2NC(=O)NC(C)=C2C(=O)OC2CCCCC2)cc1OC (centres undefined) | 0% | -5% | /
COc1ccccc1N(CC(=O)Nc1cc(S(=O)(=O)N(C)C)ccc1C)S(=O)(=O)c1cccs1 | ? | -9% | 0%
CN(C(=O)CSc1nnc2[nH]c(=O)cc(-c3ccccc3)n12)c1ccccc1 | -8% | -21% | -3%
O=C(c1ccco1)n1nc(-c2ccccc2)nc1SCc1ccccc1 | ? | 3% | 5%
O=C(CCN1C(=O)COc2ccccc21)NCCN1CCOCC1 | 2% | 0% | 0%
CC1CCN(C(=O)Cn2c(-c3cccs3)cc3cc(Cl)ccc32)CC1 | ? | -8% | 5%
